From PubChem BioAssay
MmCpn inh: inhibitors of Methanococcus maripaludis chaperonin (MmCpn) | purified Mm-Cpn ATPase, ADP Transcreener TR-FRET | Potency, µM (titrated, usually from 76.9 µM), for the others: at the highest dose activity, negative = inhibition, most hits filed as inhibitors | 330,000 tested, 0.031% active | AID 504842; also: potency is read from the fitted curve at half-maximal effect; % is scaled to controls: 0 for no effect and ±100 for the full control effect; nearly all actives have a fitted effect of over 80% in size
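ATP (10 uM final) was added to archaeal chaperonin (25 nM final) after 10 min exposure to test compound at 37°C; after 30 min further incubation, ADP was detected by competitive TR-FRET.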
D3 antag: D3 dopamine receptor (human) antagonism | P35462 | D3R cells, DiscoveRx beta-arrestin luminescence, antagonist mode; hits give low values | max response, negative = inhibition, % | 360,000 tested, 2.5% active; in the data active = max response below about -50%; inconclusive = no clear call, values can overlap the other calls; also: % is scaled to controls: 0 for no effect and ±100 for the full control effect; mostly tested at two doses, the higher about 12 µM
Target sequence (P35462 whole entry, looked up): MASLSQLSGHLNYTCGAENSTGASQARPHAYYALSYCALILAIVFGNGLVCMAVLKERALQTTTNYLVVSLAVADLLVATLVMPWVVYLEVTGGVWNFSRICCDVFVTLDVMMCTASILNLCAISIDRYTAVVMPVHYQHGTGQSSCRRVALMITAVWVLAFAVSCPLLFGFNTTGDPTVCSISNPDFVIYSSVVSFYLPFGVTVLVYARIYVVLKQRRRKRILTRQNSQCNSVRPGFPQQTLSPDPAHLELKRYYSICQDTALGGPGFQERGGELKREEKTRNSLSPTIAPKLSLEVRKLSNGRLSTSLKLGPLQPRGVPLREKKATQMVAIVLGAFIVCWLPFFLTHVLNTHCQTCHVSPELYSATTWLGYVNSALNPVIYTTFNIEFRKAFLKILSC
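Cells plated overnight at 1500 cells/well, then exposed to library compounds with dopamine controls for 90 minutes at 37 degrees C. DiscoveRx reagent added for 30–60 minutes at room temperature; luminescence read, quantitative HTS format.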
EPAC2 ag: EPAC2 (human) agonism. Potency, µM (top dose mostly 154 µM), for the others: top-dose activation, usual class: activators. Q8WZA2. 360,000 tested, 0.079% active. EPAC2 activation, biochemical qHTS; response scale: 100% = 6.5 mM cAMP response; also: potency is read from the fitted curve at half-maximal effect; nearly all actives have a fitted effect of over 50% in size
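Compounds were titrated in qHTS against a Rap1B-BODIPY-GDP (250 nM) complex with EPAC2 (100 nM) and GDP (50 uM). BODIPY-GDP release tracked at 480/540 nm over 30 min at room temperature, normalized to 6.5 mM cAMP.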
D3 ag: activates the human D3 dopamine receptor. D3R DiscoveRx beta-arrestin cells, luminescence, 90 min. max activation, %. 410,000 tested, 0.58% active. AID 652048; in the data active = max activation above about 30%; also: 0% is about no effect; mostly tested at two doses, the higher about 12 µM
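Agonist mode: compounds and dopamine controls were applied to plated cells for 90 min at 37 degrees C after an overnight attachment at 1500 cells/well. Luminescent read-out followed 30 - 60 minutes at room temperature with DiscoveRx detection reagent.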
EPAC2 antagonist: blocks human EPAC2 exchange factor | AID 720708 | 360,000 tested, 0.18% active | EPAC2 GEF exchange of Rap1B-BODIPY-GDP, fluorescence | Potency, µM (top dose mostly 114 µM), inactives show at the top dose activity, negative = inhibition, usual class: inhibitors; also: potency is read from the fitted curve at half-maximal effect; % is scaled to controls: 0 for no effect and ±100 for the full control effect; nearly all actives have a fitted effect of over 45% in size; many of its hits are not listed in these tables
PTHR1 ag: activates the human parathyroid hormone receptor PTHR1. Q03431. HEK293 GP2 PTHR1 cells, GloSensor cAMP luminescence, 1 h. Potency, µM (series often up to 115 µM), for the others: at the highest dose activation, hits mostly activators. 410,000 tested, 0.075% active. AID 743266; also: potency is read from the fitted curve at half-maximal effect; nearly all actives have a fitted effect of over 55% in size; some results filed as inactive show a strong effect at the top dose; inactives centre near -15; many of its hits are not listed in these tables
Target sequence (Q03431 whole entry, looked up): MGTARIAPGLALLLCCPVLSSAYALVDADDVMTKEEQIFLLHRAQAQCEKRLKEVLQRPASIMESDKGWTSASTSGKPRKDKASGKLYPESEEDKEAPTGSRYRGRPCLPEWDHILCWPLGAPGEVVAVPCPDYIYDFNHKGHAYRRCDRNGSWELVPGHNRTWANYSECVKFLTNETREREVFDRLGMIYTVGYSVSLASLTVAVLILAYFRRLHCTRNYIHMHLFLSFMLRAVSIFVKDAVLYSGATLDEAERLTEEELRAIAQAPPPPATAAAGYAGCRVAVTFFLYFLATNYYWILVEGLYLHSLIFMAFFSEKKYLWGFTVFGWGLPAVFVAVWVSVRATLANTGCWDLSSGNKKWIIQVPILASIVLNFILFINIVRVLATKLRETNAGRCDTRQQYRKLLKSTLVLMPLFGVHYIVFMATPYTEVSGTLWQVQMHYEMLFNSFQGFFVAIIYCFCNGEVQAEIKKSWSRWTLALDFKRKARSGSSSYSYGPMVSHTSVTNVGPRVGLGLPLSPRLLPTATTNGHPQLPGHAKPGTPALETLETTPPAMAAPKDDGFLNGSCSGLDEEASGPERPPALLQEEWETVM
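HEK-293-derived GP2 cells expressing PTHR1 and a GloSensor cAMP reporter, 3,000/well, plated overnight, given luciferin plus IBMX (each 0.5 mM as added) for 1 h at 37 °C, then compound for 1 h at 37 °C. Luminescence was read after 15 min at room temperature.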
CCT chaperon mod: modulators of cytosolic chaperonin (CCT/TRiC) activity; purified chaperonin ATPase assay, HTRF ADP detection, 30 min; activity change, % (concentration not given with the values), hits read low; 360,000 tested, 0.3% active; AID 651819; in the data active = activity change below about -30%; also: % is scaled to controls: 0 for no effect and ±100 for the full control effect
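Nucleotide hydrolysis assay: TRiC at 20–40 nM final (set by batch activity) with 10 uM ATP, 30 min at 37 °C, in presence of 76 uM compound. Detection by competitive ADP HTRF, 30 min ambient.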
pAkt inh: Akt phosphorylation inhibition; Neuro2A IGF-stimulated pAkt S473 HTRF, 20 min; hits give low values; activity change, % for hits at 50 µM; 360,000 tested, 0.32% active; in the data active = activity change below about -80%; inconclusive = mostly about -51% to -80%; also: % is scaled to controls: 0 for no effect and ±100 for the full control effect
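Neuro2A cells in DMEM with 0.5% FBS, overnight at 37 deg C, given compound at single 50 µM final, then IGF (6 nM final) for 20 min at 37 deg C. Lysed; phospho-Akt Ser473 by HTRF after 24 h, 665/615 ratio.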
* hit, by the source's call; i = inactive; ? = inconclusive; · = no result given; [ ] = another dose, or the depositor's remark. Unless noted, calls follow the shape of the dose curve; as a rule, active = well fitted curve in the direction sought with a large enough effect; inconclusive = small, poorly fitted or top-dose-only effect, or another doubt; inactive = no such curve, though single readings can be large; an effect the other way counts as inactive or inconclusive. The list is partial; the hit share may differ from the screen's.

SMILES	MmCpn inh	D3 antag	EPAC2 ag	D3 ag	EPAC2 antagonist	PTHR1 ag	CCT chaperon mod	pAkt inh
CCc1nn(CCCC(=O)NCc2ccco2)c(=O)c2cc3occc3n12	1.8%	12.6	5.1%	4.6	-1.3%	-9.8%	0.9	i
CC(C)(C)Cc1c(-c2ccc(C#N)cc2)nc2c(Cl)cc(C(F)(F)F)cn12	·	31.4	6.2%	5.2	-7.2%	-62.7%[inhibitor]	0.2	i
CC1CCC2(CC1)NC(=O)N(CC(=O)NCc1ccc(Cl)cc1)C2=O (stereo not given)	1.9%	-13.3	-1.8%	-7.1	9.0%	i	0.2	i
COc1cc(CNCc2cc(OC)c(OC)c(OC)c2)cc(OC)c1	0.6%	5.9	3.6%	-4.4	17.3%	-73.7%[inhibitor]	-0.9	i
COc1ccc(N2CCN(C(=S)Nc3cccc(C)c3)CC2)cc1	1.8%	14.1	4.1%	0.1	7.2%	i	-1.3	i
OCCN1CCN(CC(O)COCc2ccc3c(c2)OCO3)CC1 (stereo not given)	1.2%	50.9	-8.7%	-3.5	0.4%	i	0.2	i
O=C(COC(=O)c1ccc2ccccc2n1)Nc1cccc(S(=O)(=O)NC2=NCCCCC2)c1	-1.5%	-4.8	6.9%	-3.5	0.9%	i	-0.8	i
CN(C(=O)CSc1nc(-c2ccccc2)cs1)C1CCS(=O)(=O)C1 (stereo not given)	-0.9%	5.0	0.3%	2.7	8.6%	-3.2%[57.5 µM]	2.6	i
Cc1ccc(C(CC(=O)O)NC(=O)c2ccc(S(=O)(=O)N3CC(C)OC(C)C3)cc2)cc1 (stereo not given)	2.9%	-20.7	5.5%	-3.3	8.1%	-23.4%	-1.4	i
O=C(CN1CCN(Cc2ccccc2)CC1)Nc1ccc(Cl)cc1	-1.0%	-14.1	1.9%	-15.2	-4.6%	-1.4%	1.1	i
CCN(C(=O)CN(C)Cc1cccc(Cl)c1Cl)c1c(N)n(Cc2ccccc2)c(=O)[nH]c1=O	-3.0%	7.4	-0.8%	-1.4	11.5%	i	0.1	i
C=CCc1c(C)nc(-c2ccccc2)nc1N/N=C(\C)c1ccc(N)cc1	0.4%	6.2	11.3%	0.8	-16.3%	-16.7%	1.4	i
CCC(=O)c1ccc(OCc2ccc(C#N)cc2)cc1	-0.3%	-12.1	10.0%	-3.5	-3.7%	-3.2%	-11.7	i
O=C(c1ccccc1)N1CCC(CC2CC(c3ccc(Cl)cc3)=NO2)(C(=O)NCC2CCCCC2)CC1 (stereo not given)	0.0%	-28.5	13.0%	-31.0	7.5%	i	-2.6	i
CCCCOC(=O)c1ccc(Nc2ncnc3nc[nH]c23)cc1	0.1%	-22.2	5.3%	-0.5	6.9%	-23.8%	-1.8	i
COc1ccc(NC2CCCN(C(=O)CSc3ccccn3)C2)cc1OC (stereo not given)	-1.5%	9.6	4.0%	0.4	2.1%	-2.8%	0.6	i
O=C(CNC(=O)c1ccccc1F)NCc1cccnc1	-2.8%	11.2	0.5%	3.5	-5.4%	i	-3.0	i
O=[N+]([O-])c1ccc(S(=O)(=O)Nc2nnc(C(F)(F)F)s2)cc1	-1.4%	-16.9	9.6%	-10.9	-18.2%	i	-0.2	i
Cc1cc(NC(=O)c2cc([N+](=O)[O-])cc([N+](=O)[O-])c2C)no1	-5.7%	21.6	-5.1%	-3.5	6.4%	-3.4%	-1.1	i
COC(=O)C1=C(N)Oc2cc(C)n(CC3CCCO3)c(=O)c2C1c1ccc(Cl)cc1 (stereo not given)	2.1%	?	0.0%[15.6 µM]	3.9	-20.3%	-11.7%[57.5 µM]	-4.2	·
CN1OC(Cn2cc(C#N)c(=O)n(C)c2=O)CC1c1ccccc1 (stereo not given)	-0.1%	-10.9	0.5%	4.7	7.0%	-2.8%	0.7	i
Cn1c(=O)n(Cc2ccc(F)cc2)c(=O)c2c1nc1n2CCN1Cc1ccco1	-2.0%	16.8	-9.7%	-1.5	-5.4%	-45.9%	-0.4	i
NC(=O)COC(=O)c1ccc2c(c1)C(=O)N(Cc1ccco1)C2=O	1.4%	1.7	2.9%	3.3	0.5%	-8.4%	0.8	i
COCCNC(=O)C1CCCN(C(=O)c2cc(-c3ccccc3)cs2)CC1 (stereo not given)	·	14.4	2.4%	1.3	-15.8%	i	1.1	i
Cc1ccc(C(=O)OCCc2c(C)[nH]n(-c3ccccc3)c2=O)cc1	0.9%	-8.2	5.6%	-0.6	-5.4%	i	1.0	i
Later entries
SMILES	MmCpn inh	D3 antag	EPAC2 ag	D3 ag	EPAC2 antagonist	PTHR1 ag	CCT chaperon mod	pAkt inh
C=C(Cl)COC(=O)C1C2C=CC(C2)C1C(=O)O (stereo not given)	-1.2%	21.7	7.6%	7.3	7.1%	-18.3%	1.3	i
CCn1c(N2CCC(Cc3ccccc3)CC2)nc2c1c(=O)[nH]c(=O)n2C	?	17.5	-0.5%	-0.6	-4.5%	-37.0%[inhibitor]	-1.8	i
CSc1ncccc1C(=O)NC1CCN(Cc2ccccc2)CC1	-3.9%	-60.0*	4.5%	-11.8	-4.8%	-29.1%	1.0	i
Cc1ccccc1C(=O)N1CCC(C(=O)NC2CCCC2)CC1	-0.8%	3.3	-1.7%	0.9	4.9%	-0.2%	0.2	i
CC(=O)Nc1ccc(S(=O)(=O)NCCCc2ccccc2)cc1	0.8%	-3.1	12.7%	-5.1	-0.3%	-15.6%	-1.4	i
CCOc1ccccc1NC(=O)CNS(=O)(=O)c1ccc2nc(C)sc2c1	-2.6%	11.6	-4.0%	3.1	-0.5%	i	-1.5	i
CC(=O)N1CCN(C(=O)CCC(=O)O)CC1	2.5%	-25.0	9.0%	4.4	7.9%	30.0%	0.6	i
NC(=O)NC(=O)COC(=O)CNS(=O)(=O)c1ccc(F)c(F)c1F	?	12.2	6.7%	1.2	2.1%	i	-1.4	i
NS(=O)(=O)c1ccc(NC(=O)COc2ncnc3c2cnn3-c2ccccc2)cc1	-7.1%	-10.0	1.7%	-8.8	-22.8%	i	-0.1	i
CC(/C=N\N1CCN(Cc2ccc(C)cc2)CC1)=C\c1ccccc1	-4.2%	-2.1	12.0%	-17.2	0.7%	-25.2%	-3.7	i
O=C(COc1ccc(Br)cc1)NCCN1CCCC1	-2.7%	?	3.5%	-17.8	-4.2%	8.8%	-1.0	i
O=C1C=C(/C=C/c2ccccc2)C[C@@H](c2ccc3c(c2)OCO3)C1	0.7%	17.6	6.7%	1.2	-11.7%	i	-2.0	i
COc1ccc(CCC(=O)Nc2ncc(C)s2)cc1	0.2%	4.6	4.9%	-7.3	19.1%	i	0.1	i
CCCC[C@H]1COCCS(=O)(=O)N1Cc1ccc(Br)cc1	1.9%	-19.1	18.3%	0.0	?	i	-0.7	i
CC(=O)Nc1ccc(OC(=O)c2cccs2)cc1	-1.1%	-4.7	10.1%	-8.0	0.6%	-46.8%[inhibitor]	-0.5	i
CCN(CC)S(=O)(=O)c1ccc(F)c(C(=O)NCCC(C)C)c1	-1.3%	12.9	3.0%	36.5*	0.0%	i	-0.8	i
CN(C)/N=C/c1ccc(OC(=O)c2cccc([N+](=O)[O-])c2)cc1	-1.4%	-6.9	0.0%	-5.1	-6.0%	-24.4%	-8.1	i
O=C(CS(=O)(=O)c1cn(CC(=O)N2CCOCC2)c2ccccc12)Nc1ccccc1	4.1%	7.3	-2.8%	4.2	3.3%	i	0.0	i
O=C(CNCc1ccc(F)cc1)Nc1ccc(S(=O)(=O)N2CCOCC2)cc1	-4.7%	9.1	6.9%	1.7	11.1%	i	0.3	i
O=C(Nc1cc(S(=O)(=O)N2CCCCC2)ccc1N1CCOCC1)c1ccc(C(F)(F)F)cc1	-3.2%	6.8	-8.5%	-1.2	-0.8%	i	2.4	i
O=[N+]([O-])c1cc2no[n+]([O-])c2cc1N1CCCCC1	·	?	-0.7%	-7.1	-0.2%	-11.0%	0.0	i
O=C(N/N=C/c1c(Cl)cccc1Cl)c1ccccc1F	-9.3%	6.9	2.4%	-5.2	-3.5%	i	-0.1	i
CC(C)(C)OC(=O)NCCCC[C@@H](C(=O)N1CCN(C(=O)OC(C)(C)C)CC1)n1cc(C(CO)NC(=O)OC(C)(C)C)nn1 (stereo not given in full)	·	52.0	1.4%	2.9	-2.2%	-30.3%[inhibitor]	-0.2	i
Cc1ccc2nc(-c3ccc(N)cc3)sc2c1	-5.1%	2.6	4.2%	-17.9	-9.4%	-88.8%[inhibitor]	-0.3	i
Cc1cccc(C)c1NC(=O)N1CC(C)OC(C)C1 (stereo not given)	-3.5%	7.3	1.9%	2.0	3.4%	9.1%	-2.5	i

The list goes on; it opens with the two that closed the last part.
SMILES	MmCpn inh	D3 antag	EPAC2 ag	D3 ag	EPAC2 antagonist	PTHR1 ag	CCT chaperon mod	pAkt inh
Cc1ccc2nc(-c3ccc(N)cc3)sc2c1	-5.1%	2.6	4.2%	-17.9	-9.4%	-88.8%[inhibitor]	-0.3	i
Cc1cccc(C)c1NC(=O)N1CC(C)OC(C)C1 (stereo not given)	-3.5%	7.3	1.9%	2.0	3.4%	9.1%	-2.5	i
Cc1cc(C)c([N+](=O)[O-])cc1NC(=O)CCSc1ccccc1Cl	-1.3%	-4.7	5.0%	-0.6	3.2%	-45.1%[inhibitor]	-2.3	i
Cc1cc(S(=O)(=O)Nc2ccc(C(=O)NCC(c3ccco3)N3CCCC3)cc2)ccc1F (stereo not given)	-2.8%	1.9	1.9%	-3.4	3.8%	i	-1.4	i
C/C(=C\c1cccc(Br)c1)C(=O)c1c(C)cc(C)[nH]c1=O	-2.0%	-4.2	6.9%	3.3	-3.4%	i	-4.3	i
CC(O)(c1cccc(F)c1)c1nc(-c2ccncc2)cs1 (stereo not given)	·	-24.5	1.8%	0.7	10.1%	-26.3%	-30.9*	i
COC(=O)c1ccc(C)c(NS(=O)(=O)c2ccc3c(c2)OCCO3)c1	0.4%	-11.0	9.5%	-11.0	-21.7%	?	-1.6	i
N#CC1(NC(=O)CSc2nnc3n2CCCCC3)CCCCC1	1.0%	3.3	0.7%	7.7	7.3%	i	-0.4	i
CS(=O)(=O)Cc1ccc(C(=O)NNC(=O)c2cc(-c3ccccc3)n[nH]2)cc1	1.1%	-0.1	-0.9%	0.8	3.0%	-15.0%	-2.4	i
